# SW480 rereplic: inducers of DNA re-replication in SW480 colon cancer cells; SW480 DNA re-replication, Hoechst DNA content imaging, 48 h; Potency, µM (titrated, usually from 46.1 µM), without a hit: at the top dose re-replication activation, most hits filed as activators; 340,000 compounds, 1.8% hits; AID 624297; note: potency is the fitted concentration of half-maximal effect; % of control where 0% means no effect; nearly all actives have a fitted effect of over 55% in size
#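 SW480 cells exposed to compounds for 48 hr at 37 C, 5% CO2, then Hoechst-stained 40 min. Nuclear DNA content imaged by fluorescence scanning (405 nm excitation, 500-530 nm emission); re-replication scored as increased high-intensity nuclei.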
# MCF10A rereplic: induces DNA re-replication in MCF 10a normal breast cells; Potency, µM (titrated, usually from 46.1 µM), for the others: at the highest dose activity, positive = re-replication, actives largely listed as activators; 350,000 compounds, 2.9% hits; MCF 10A DNA re-replication, Hoechst nuclear intensity, 48 h; AID 624296; note: potency is the fitted concentration of half-maximal effect; % of control where 0% means no effect; nearly all actives have a fitted effect of over 50% in size
# KB-V1 cytotox: kills drug-selected multidrug resistant KB-V1 cells. AID 1347076. 400,000 compounds, 3.4% hits. Potency, µM (highest dose often 46.1 µM), for inactives: top-dose activity change, negative = cytotoxicity, actives largely listed as cytotoxic. KB-V1 MDR cells viability, CellTiter-Glo, 72 h; note: potency is the fitted concentration of half-maximal effect; % is set by controls: 0 for no effect and ±100 for the full control effect; nearly all actives have a fitted effect of over 60% in size
#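 Cells of the MDR subline KB-V1 are plated, dosed with compound at multiple concentrations, and incubated 72 h at 37 degrees C; CellTiter-Glo is then added and luminescence read after 10 min.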
# D3 ag: agonists of human D3 dopamine receptor | D3R DiscoveRx beta-arrestin cells, luminescence, 90 min | 410,000 compounds, 0.58% hits | max activation, % | P35462; in the data active = max activation above about 30%; note: 0% is about no effect; mostly tested at two doses, the higher about 12 µM
# Target sequence (P35462 whole entry, looked up): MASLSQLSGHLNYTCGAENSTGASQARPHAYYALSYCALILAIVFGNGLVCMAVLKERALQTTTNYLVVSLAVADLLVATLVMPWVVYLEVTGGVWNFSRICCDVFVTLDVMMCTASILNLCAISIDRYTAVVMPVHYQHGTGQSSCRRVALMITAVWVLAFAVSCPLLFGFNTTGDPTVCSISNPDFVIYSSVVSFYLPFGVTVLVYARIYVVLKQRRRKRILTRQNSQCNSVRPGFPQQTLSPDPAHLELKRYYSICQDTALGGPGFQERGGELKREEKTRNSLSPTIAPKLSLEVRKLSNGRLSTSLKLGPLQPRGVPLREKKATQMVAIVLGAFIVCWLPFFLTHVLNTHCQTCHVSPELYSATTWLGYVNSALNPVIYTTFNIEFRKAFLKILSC
#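 Cells at 1500/well, incubated overnight, then treated with pinned compounds (dopamine as control) for 90 min at 37 degrees C. DiscoveRx reagent added for 30 - 60 minutes at room temperature; luminescence read.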
# HT1080NT lethal: kills 2HG-producing HT-1080-NT fibrosarcoma cells; AID 686970; Potency, µM (titrated, usually from 46.1 µM), inactives show top-dose activity, negative = less viability, hits mostly cytotoxic; 360,000 compounds, 1.6% hits; HT-1080-NT fibrosarcoma viability, CellTiter-Glo ATP luminescence, 48 h;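 note: NT is the 2HG producing partner of a matched IDH1 knockdown line; potency is the fitted concentration of half-maximal effect; 0% = DMSO-treated cells and -100% = media-only wells without cells; nearly all actives have a fitted effect of over 55% in size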
#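 Viability by CellTiter-Glo luminescence after 48 h compound exposure at 37C of HT-1080-NT cells (750/well, RPMI, 5% FBS). % activity scaled between DMSO wells and medium-only wells, then curve-fitted and categorized by curve class.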
# IL1B secr inh: inhibitors of inflammasome signaling (IL-1 beta secretion). THP-1 LPS/ATP IL-1B secretion, AlphaLISA, 16 h; stronger effect = lower value. activity change, % at 57.5 µM. 360,000 compounds, 4.7% hits; in the data active = activity change below about -50%; inconclusive = mostly about -30% to -49%; note: % is set by controls: 0 for no effect and ±100 for the full control effect
#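 THP-1 cells pretreated 1 hr with compounds (up to 57.5 uM final), then stimulated with LPS (250 ng/mL final) plus ATP (1.25 mM final); secreted IL-1B measured by AlphaLISA after 16 hr, decreased signal indicating inhibition.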
# KB-3-1 tox: KB-3-1 parental cell cytotoxicity; KB-3-1 viability, CellTiter-Glo ATP luminescence, 72 h; Potency, µM (highest dose often 46.1 µM), inactives show at the highest dose activity change, negative = cytotoxic, actives largely listed as cytotoxic; 400,000 compounds, 1.4% hits; note: potency is the fitted concentration of half-maximal effect; % is set by controls: 0 for no effect and ±100 for the full control effect; nearly all actives have a fitted effect of over 60% in size
#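 KB-3-1 parental drug-naive adenocarcinoma cells in DMEM/10% FBS, incubated 72 h at 37 C with pin-transferred compounds across a concentration series. Viability by CellTiter-Glo luminescence; concentration-response curves fitted after normalization.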
# HEK293 tox: cytotoxicity in counter-screen for GLP-1R inverse agonists | Potency, µM (doses to about 38.3 µM), for the others: at the highest dose activity change, negative = inhibition, actives largely listed as inhibitors | HEK293 cAMP-luciferase reporter cells, luminescence, 24 h | 410,000 compounds, 0.13% hits;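 note: loss of luciferase light is scored as toxicity; potency is the fitted concentration of half-maximal effect; % is set by controls: 0 for no effect and ±100 for the full control effect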
#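 Step one: seed cells (200 cells/uL, DMEM with 10% Nu serum, 1% pen-strep). Step two: 12-hour incubation at 37 deg C. Step three: pin 23 nL compound, incubate 24 hr. Step four: add luciferase reagent, read luminescence 12 min later.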
# HT1080 IDH1KD tx: toxicity to HT-1080 IDH1 knockdown cells (counter line). AID 686971. Potency, µM (series often up to 46.1 µM), without a hit: at the highest dose activity, negative = toxicity, usual class: cytotoxic. HT-1080 IDH1 knockdown viability, ATP luminescence, 48 h. 360,000 compounds, 2% hits;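 note: potency is the fitted concentration of half-maximal effect; 0% = DMSO wells and -100% = cell-free medium wells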
#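 Luminescent ATP read-out (CellTiter-Glo, 10 min at room temperature) after 48 h compound exposure at 37 °C gave viability of IDH1-knockdown HT-1080 cells. Activity was normalised to DMSO and cell-free wells, then fitted as concentration-response curves.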
# The depositor's hits bear a star; ? = inconclusive; / = no result given; & = joins results of further samples; ! = a repeat was not active; [ ] = remark or other dose. Unless noted, calls come from the whole dose curve; as a rule, active = well fitted curve in the direction sought with a large enough effect; inconclusive = small, poorly fitted or top-dose-only effect, or another doubt; inactive = no such curve, though single readings can be large; an effect the other way counts as inactive or inconclusive.
SMILES,SW480 rereplic,MCF10A rereplic,KB-V1 cytotox,D3 ag,HT1080NT lethal,IL1B secr inh,KB-3-1 tox,HEK293 tox,HT1080 IDH1KD tx
O=C(Nc1c2c(nn1-c1ccccc1)CS(=O)(=O)C2)C1CC1,/,/,-3%,0,3%,-3,1%,3%,6%
C=CCSc1nnc2c(n1)OC=Nc1ccc(Br)cc1-2,0%,-3%,12%,3,14%,34,-5%,-3%,14%
Cc1nonc1CN(C)C(=O)CC1C(=O)NCCN1Cc1ccc(F)c(F)c1 (stereo not drawn),-10%,0%,3%,17,17%,19,2%,-6%,18%
Cc1ccccc1CN1CCC(CNC(=O)c2c(C)oc3ncnc(N4CCCCC4)c23)CC1,/,/,-3%,-20,/,/,-9%,-9%,/
CSc1ncccc1C(=O)Nc1ccc2c(c1)OCCO2,0%,0%,-4%,-4,12%,0,-25%,-10%,12%
CCOc1ccc(C(=O)CN2CCN(S(=O)(=O)c3ccc(OC)cc3)CC2)cc1,9%,28%,?,-9,-8%,14,-18%,-3%,-11%
Cc1c(C(=O)NCCCN2CCOCC2)oc2ccc(S(=O)(=O)N3CCOCC3)cc12,?,?,8%,4,1%,29,6%,0%,5%
CC(=O)Nc1ccc(NC(=O)c2ccc3c(c2)CCN3S(C)(=O)=O)cc1,-5%,1%,17%,12,-12%,6,-9%,-1%,-3%
O=C(CCCCn1c(=O)[nH]c2ccsc2c1=O)NCc1cccnc1,-13%,?,1%,-2,-9%,15,15%,3%,-4%
COCCN(CCOC)S(=O)(=O)c1ccc(C(=O)Nc2ccc([N+](=O)[O-])cc2OC)cc1,2%[1.84 µM],-22%,4%,4,4%,13,13%,-4%,-1%
CC(=O)/C=C1/SC(CC(=O)O)C(=O)N1c1ccccc1 (stereo not drawn),-2%,-1%,-4%,3,4%,17,-1%,4%,0%
CC1CCN(C(=O)CSc2nc3cccnc3n2C)CC1,?,7%,0%,4,2%,-5,-2%,-1%,2%
CCOc1cc(/C=C(\C#N)C(=O)NCC2CCCO2)ccc1OCC(N)=O (stereo not drawn),-3%,-10%,-6%,-15,2%,-18,-35%,10%,2%
Cc1cc(CN2CCN(CCC#N)CC2)c(O)c(C2(C)CCCCC2)c1,?,?,-28%,-7,-1%,-2,-22%,74%[activator],-4%
CCOC(=O)C(C)Oc1cccc2c(=O)n(CC(=O)N3CCN(C(=O)OCC)CC3)ccc12 (stereo not drawn),-16%,5%,2%,0,23%,-18,3%,-13%,8%

# 8 entries from above, with two lines to a compound.
# Each structure is followed by: SW480 rereplic, MCF10A rereplic, KB-V1 cytotox, D3 ag, HT1080NT lethal, IL1B secr inh, KB-3-1 tox, HEK293 tox, HT1080 IDH1KD tx
CCOc1ccc(C(=O)CN2CCN(S(=O)(=O)c3ccc(OC)cc3)CC2)cc1
  9%, 28%, ?, -9, -8%, 14, -18%, -3%, -11%
Cc1c(C(=O)NCCCN2CCOCC2)oc2ccc(S(=O)(=O)N3CCOCC3)cc12
  ?, ?, 8%, 4, 1%, 29, 6%, 0%, 5%
CC(=O)Nc1ccc(NC(=O)c2ccc3c(c2)CCN3S(C)(=O)=O)cc1
  -5%, 1%, 17%, 12, -12%, 6, -9%, -1%, -3%
O=C(CCCCn1c(=O)[nH]c2ccsc2c1=O)NCc1cccnc1
  -13%, ?, 1%, -2, -9%, 15, 15%, 3%, -4%
COCCN(CCOC)S(=O)(=O)c1ccc(C(=O)Nc2ccc([N+](=O)[O-])cc2OC)cc1
  2%[1.84 µM], -22%, 4%, 4, 4%, 13, 13%, -4%, -1%
CC(=O)/C=C1/SC(CC(=O)O)C(=O)N1c1ccccc1 (stereo not drawn)
  -2%, -1%, -4%, 3, 4%, 17, -1%, 4%, 0%
CC1CCN(C(=O)CSc2nc3cccnc3n2C)CC1
  ?, 7%, 0%, 4, 2%, -5, -2%, -1%, 2%
CCOc1cc(/C=C(\C#N)C(=O)NCC2CCCO2)ccc1OCC(N)=O (stereo not drawn)
  -3%, -10%, -6%, -15, 2%, -18, -35%, 10%, 2%

# (listing goes on)
SMILES,SW480 rereplic,MCF10A rereplic,KB-V1 cytotox,D3 ag,HT1080NT lethal,IL1B secr inh,KB-3-1 tox,HEK293 tox,HT1080 IDH1KD tx
Cc1nn(-c2ccccc2)c(C)c1NC(=O)COC(=O)CCCOc1ccccc1,51%,-7%,?,1,9%,-1,-6%,13%,-2%
O=C1NC[C@@H](CCCCN2C[C@H](Cc3ccc(O)cc3)N(CCC3CCCCC3)C(=O)C2=O)N(CC2CCCCC2)C1=O,/,/,-14%,-16,?,-27,4%,-7%,?
COc1ccc2c(c1)CCCC21NC(=O)N(CC(=O)NC(=O)NCc2ccccc2)C1=O (stereo not drawn),16%,6%,3%,-1,-5%,-6,12%,-1%,-18%
Cc1cc(C)cc(C(=O)N[C@@H](C)C(=O)N2CCC3(CC2)NCCc2[nH]cnc23)c1,-12%,-3%,5%,7,17%,-13,-1%,-1%,12%
O=C(c1ccc(-c2cccc(Cl)c2Cl)o1)N1CCOCC1,-9%,-3%,?,-2,-1%,-3,10%,13%,-14%
Cc1cnc(C(=O)OCC(=O)N2CCN(C(=O)c3ccco3)CC2)cn1,-6%,-4%,4%,2,5%,11,1%,-8%,20%
COc1cc(OC)cc(C(=O)NCCSc2c[nH]c3ccccc23)c1,-13%,6%,-17%,11,-6%,-26,0%,-3%,-10%
COc1ccc2nc(SCC(=O)N3CCN(c4ccc(F)cc4)CC3)c(C#N)cc2c1,4%,8%,-14%,-7,17%,-8,?,7%,25%
COc1ccc2c(c1)c(CC(=O)Nc1cccc(F)c1C)c(C)n2C(=O)c1ccc(Cl)cc1,/,/,?,-5,/,/,-12%,-4%,/
OCCN(/C=N/c1nc(-c2ccc(Br)cc2)cs1)CCO,-5%,-3%,-17%,-3,0%,?,1%,0%,1%
Cc1ccc(S(=O)(=O)Nc2c(C)nn(C)c2C)c(C)c1,?,2%,1%,0,-5%,20,-6%,4%,-2%
Cc1cccc(OCC(=O)NNC(=O)c2ccc([N+](=O)[O-])cc2)c1,-13%,7%,0%,-1,-16%,0,21%,-9%,4%
CC1(C(=O)NCCCN2CCOCC2)Oc2cccnc2NC1=O (stereo not drawn),-6%,-4%,-3%,1,11%,5,-4%,-5%,16%
CCOCCOc1nc(C)cc(C)c1S(=O)(=O)c1ccccc1C,-1%,0%,?,-6,-5%,-3,-7%,0%,-1%
COc1cccc(-n2c(=O)c3c(C)c(C(=O)N(C)C)sc3n(CC(=O)NCCc3ccc(OC)c(OC)c3)c2=O)c1,0%,1%,-3%,-3&-3,0%,0,-2%,-7%[7.66 µM],-9%
COc1ccccc1NS(=O)(=O)c1cccc(C(=O)NCc2ccncc2)c1,-1%,-1%,3%,9,7%,13,-17%,0%,0%
COc1ccc(C(=O)NCCCCNC(=O)c2ccc(OC)c(OC)c2)cc1OC,-3%,-10%,?,-1,2%,-10,1%,5%,-1%
Cc1c(CCO)c(=O)n(-c2ccccc2)n1S(=O)(=O)c1ccc(Cl)cc1,-4%,2%,1%,-3,-8%,27,18%,69%[activator],-1%
COc1ccc(S(=O)(=O)N2CCCCC2)cc1NC(=O)Cn1cnc2c1c(=O)n(C)c(=O)n2C,-4%,0%,0%,4,4%,14,-2%,-1%,9%
CCOC(=O)c1sc(C)c2c(=O)n(CCCN3CCOCC3)cnc12,-6%,-6%,1%,-2,18%,6,13%,-1%,17%
Cc1cccc(N(C)S(=O)(=O)c2ccc3[nH]c(=O)c(=O)[nH]c3c2)c1,16%,5%,-2%,-4,-9%,72,-10%,3%,-15%
CCc1nnc(NC(=O)CCC(=O)NC2CCCc3ccccc32)s1 (stereo not drawn),-13%,-5%,-14%,5,11%,44,1%,-4%,11%
CCc1nc(N)nc(N)c1-c1ccc(Cl)c(N=[N+]=[N-])c1,14%&22%,?,16µM*,-5&3,?,-3&0,12µM*!,-8%&-7%,2.9µM*
Cc1c(NC(=O)CN2CCCc3ccccc32)c(=O)n(-c2ccccc2)n1C,9%,6%,1%,-3,1%,41,-12%,-4%,-6%
CCOC(=O)c1cc([N+](=O)[O-])sc1NC(=O)CC,-3%,-3%,?,-7,-2%,-13,?,9%[7.66 µM],1%
CCN=C(NCC)SC1CC(=O)N(CCc2ccccc2)C1=O (stereo not drawn),?,-15%,-20%,1,-4%,/,-1%,19%,5%
COc1ccc(OC)c(S(=O)(=O)NC2CCSc3ccccc32)c1 (stereo not drawn),44%,-1%,1%,11,-1%,20,-12%,1%,-17%
CN(C)S(=O)(=O)c1ccc(N2CCCC2)c(C(=O)NNC(=O)c2ccc(F)cc2)c1,2%,-2%,-8%,0,-19%,-18,2%,1%,-3%
Cc1ccc(C)c(C(=O)CCC(=O)NNC(=O)Cn2nc(C)cc2C)c1,-14%,-1%,8%,1,10%,21,12%,6%,10%
Cc1ccc(COc2cccc3c2CCN(Cc2ccc(F)cc2)C3=O)cc1,16%,23%,5.8µM*,-2,-15%,?,?,6%,-15%
COc1ccc(NC(=O)C2CCCN(S(=O)(=O)c3ccc4c(c3)oc(=O)n4C)C2)cc1OC (stereo not drawn),-1%,5%,0%,1,2%,10,-5%,4%,7%

# From PubChem
